Assay outcomes from PubChem.
TSHR antagonist: antagonists of human thyroid stimulating hormone receptor; P16473; TSHR-expressing cells, TSH-stimulated cAMP HTRF, 2 h; hits give low values; activity change, negative = inhibition, % at 11.5 µM; hit rate 0.2% among 330,000; AID 504810;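 active = activity change below a set negative limit, meaning inhibition stronger than a set level, cut at about -70% in these data; inconclusive = activity change between two set negative limits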; note: % is set by controls: 0 for no effect and ±100 for the full control effect
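TSHR-expressing cells were treated with compounds, then stimulated with TSH at EC80 (4nM final) for 2 hours at 37 deg C. Cellular cAMP was measured by HTRF competition between lysate cAMP and cAMP-d2 for a cryptate-labelled anti-cAMP antibody.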
ASM inhibitor: human S-ASM enzyme inhibition. hit rate 0.006% among 340,000. AID 504937. placental ASM, HMU-PC fluorogenic substrate, 60 min. Potency, µM (highest dose often 57.5 µM), for inactives: at the highest dose activity change, negative = inhibition, usual class: inhibitors; note: potency is the fitted concentration of half-maximal effect
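qHTS format. ASM enzyme prepared from human placenta hydrolyses the fluorogenic substrate HMU-PC0 (9 uM final) over 60 min at 37 °C after a 10 min compound preincubation.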
TSG101-PTAP inh: blocks PTAP/TSG101 interaction to inhibit HIV-1 budding. 340,000 tested, under 10 active. Fluorescence polarization, FITC-PTAP peptide / Tsg101 binding. Q99816. Potency, µM (highest dose often 115 µM), inactives show at the highest dose activity change, negative = inhibition, actives largely listed as inhibitors; active = well fitted inhibition curve with a large enough effect in the main read-out, with a control signal flat, not every such curve was filed as active; inconclusive = small, poorly fitted or top-dose-only effect, or effect the other way, or a change in a side signal; inactive = no such curve, though single readings can be large or run the other way; note: potency is the fitted concentration of half-maximal effect; % of control where 0% means no effect
Target sequence (Q99816 whole entry, looked up): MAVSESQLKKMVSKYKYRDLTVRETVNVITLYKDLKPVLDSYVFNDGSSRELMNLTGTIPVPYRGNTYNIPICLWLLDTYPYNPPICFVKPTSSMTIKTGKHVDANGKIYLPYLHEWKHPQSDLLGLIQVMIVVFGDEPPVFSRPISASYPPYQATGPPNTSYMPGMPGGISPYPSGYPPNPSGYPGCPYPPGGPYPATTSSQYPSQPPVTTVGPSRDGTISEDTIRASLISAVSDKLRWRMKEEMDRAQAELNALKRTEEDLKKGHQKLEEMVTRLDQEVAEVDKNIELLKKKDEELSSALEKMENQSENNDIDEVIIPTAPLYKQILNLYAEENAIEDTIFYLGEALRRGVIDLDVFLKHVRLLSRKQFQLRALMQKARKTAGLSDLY
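Tsg101 binding domain (10 uM final) was mixed with compound and a FITC-labeled PTAP peptide (50 nM final) in HEPES pH 7.5 buffer with NaCl, Tween 20, EDTA and TCEP; fluorescence polarization was read after 20 min at r.t.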
Mito fusion act: blocks mitochondrial division or promotes mitochondrial fusion; Potency, µM (highest dose often 46.1 µM), inactives show at the highest dose growth rescue (activation), hits mostly activators; hit rate 0.23% among 320,000; S. cerevisiae fusion-defective mutant growth rescue, CellTiterGlo 48 h; AID 485298;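 note: potency is the fitted concentration of half-maximal effect; % of control where 0% means no effect; nearly all actives have a fitted effect of over 45% in size; temperature-sensitive fusion mutants such as fzo1-1 at 37 °C on non-fermentable ethanol glycerol medium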
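Growth-rescue viability read-out: after 48 h at the non-permissive 37C in glycerol/ethanol YPEG, yeast mitochondrial fusion mutants are measured by CellTiterGlo luminescence; compounds (23 nl pinned per well) restoring growth score as division inhibitors or fusion activators.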
Menin MLL FP TR: displaces Texas Red mutant MLL peptide from human menin; O00255; Menin + Texas Red MLL mutant peptide, fluorescence polarization; Potency, µM (top dose mostly 61.6 µM), for inactives: at the top dose FP activity change, negative = inhibition, hits mostly inhibitors; hit rate 0.23% among 270,000; AID 1768; active = well fitted inhibition curve with a large enough effect in the polarisation, with a control signal flat, not every such curve was filed as active; inconclusive = small, poorly fitted or top-dose-only effect, or effect the other way, or a change in a side signal; inactive = no such curve, though single readings can be large or run the other way; the % refers to the polarisation; note: potency is the fitted concentration of half-maximal effect; % of control where 0% means no effect; many of its hits are not listed in these tables
a7 integrin act: activates integrin-mediated alleviation for muscular dystrophy; alpha7betagal myoblasts, beta-gal FDG fluorescence, 48 h; Potency, µM (titrated, usually from 38.3 µM), for inactives: top-dose activation, most hits filed as activators; hit rate 0.064% among 350,000;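 note: potency is the fitted concentration of half-maximal effect; 100% = response of the positive control SU9516; nearly all actives have a fitted effect of over 60% in size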
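Alpha7betagal+/- myoblasts (passage 13) were plated 16-24 hr, then exposed to compounds (1:260 dilution of DMSO stock) for 48 hours at 37C. After MPER lysis, β-galactosidase reporter activity was read as FDG fluorescence (ex 480/em 540) after 30 minutes.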
A-T KAP1 phos: candidate therapy for ataxia-telangiectasia | […] A-T fibroblasts, KAP-1 phosphorylation AlphaLISA; neocarzinostatin DNA damage 30 min before lysis | Potency, µM (highest dose often 57.5 µM), for the others: at the top dose activation, actives largely listed as activators | hit rate 0.19% among 320,000 | AID 485349; note: potency is the fitted concentration of half-maximal effect; % of control where 0% means no effect; nearly all actives have a fitted effect of over 45% in size
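ATM-like activity read as KAP-1 phosphorylation via AlphaLISA donor/acceptor antibody pairs after lysis and 6 hr at 25C. Cells were ATM-null patient fibroblasts ([…], hTERT), dosed 60 min, then exposed to the DSB inducer NCS for 30 min.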
TCR act: activates T cell receptor signaling. 330,000 tested, under 10 active. Potency, µM (doses to about 9.22 µM), without a hit: at the highest dose activation of IL-2 secretion, most hits filed as activators. AID 504894. primary human leukocytes, anti-CD3, IL-2 HTRF, 48 h; note: % of control where 0% means no effect
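Activity was scored as IL-2 release from primary human leukocytes given only a TCR signal (a-CD3 beads) plus compound for 48 hr. Detection used a two-antibody HTRF format read at 665nm.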
Active calls of the source: *; & = joins results of further samples; [ ] = another dose, or the depositor's remark. Unless noted, calls come from the whole dose curve; as a rule, active = well fitted curve in the direction sought with a large enough effect; inconclusive = small, poorly fitted or top-dose-only effect, or another doubt; inactive = no such curve, though single readings can be large; an effect the other way counts as inactive or inconclusive. An excerpt. The share of hits here may be higher or lower than overall.

What do the screens show for `CC(C)c1ccc(C(c2c(O)c3ccccc3oc2=O)c2c(O)c3ccccc3oc2=O)cc1`?
a7 integrin act: -15.6%

What do the screens show for `N#CC1c2ccccc2C=CN1C(=O)c1ccc(N(CCCl)CCCl)cc1` (configuration not stated)?
a7 integrin act: -6.3%

How did COC(=O)C1=C(c2ccc(OCc3ccccc3)c(F)c2)C[C@@H]2CC[C@H]1N2C do in these assays?
a7 integrin act: -27.6%

How did C[C@@H]1CN([C@H](C)CO)C(=O)c2c(c3ccccc3n2C)-c2ccccc2CO[C@H]1CN(C)Cc1ccc(-c2ccccc2)cc1 do in these assays?
a7 integrin act: -50.9%[inhibitor]

Results for Cc1ccc(-n2c(=S)[nH]c3ccc(C)cc3c2=O)cc1 ?
a7 integrin act: -4.7%

How did Nc1cc(C(=O)Nc2ccccc2F)ccc1N1CC2CC(C1)c1cccc(=O)n1C2 (configuration not stated) do in these assays?
a7 integrin act: -23.4%

Results for Nc1cccc(SC2CC(=O)N(c3ccc(Cl)cc3C(=O)c3ccccc3)C2=O)c1 (configuration not stated) ?
a7 integrin act: -14.2%

Results for CS(=O)(=O)c1ccc(C2=C(CNC(=O)c3cccnc3)[C@H]3CC[C@@H](C2)N3Cc2ccco2)cc1 ?
a7 integrin act: -13.5%

How did c1ccc(N2Cc3ccccc3-n3nncc3C2)nc1 do in these assays?
a7 integrin act: 21.6%

Results for O=S(=O)(c1cccc2ccccc12)N1Cc2ccccc2-n2nncc2C1 ?
a7 integrin act: 15.3%

How did C[C@H]1CN([C@@H](C)CO)C(=O)CCCn2nncc2CO[C@H]1CN(C)C(=O)Oc1ccc2ccccc2c1 do in these assays?
a7 integrin act: 1.7%

How did Cn1cc(C=O)c2nccnc21 do in these assays?
a7 integrin act: -9.5%

How did CC(=O)Nc1ccc(S(=O)(=O)N2Cc3ccccc3-n3nncc3C2)cc1 do in these assays?
a7 integrin act: 4.3%

What do the screens show for `O=C1C2CCN(CC2)C1(CO)CO`?
Menin MLL FP TR: -0.9%; a7 integrin act: -61.2%[inhibitor]

Results for Nc1ncnc2c1ncn2[C@@H]1O[C@H](COP(=O)(O)CP(=O)(O)OP(=O)(O)O)[C@@H](O)[C@H]1O ?
TSHR antagonist: -17.7; Mito fusion act: inconclusive

Some of these compounds in order of heavy-atom count, rising.
How did Cn1cc(C=O)c2nccnc21 do in these assays?
a7 integrin act: -9.5%

What do the screens show for `O=C1C2CCN(CC2)C1(CO)CO`?
Menin MLL FP TR: -0.9%; a7 integrin act: -61.2%[inhibitor]

How did c1ccc(N2Cc3ccccc3-n3nncc3C2)nc1 do in these assays?
a7 integrin act: 21.6%

How did CC(=O)Nc1ccc(S(=O)(=O)N2Cc3ccccc3-n3nncc3C2)cc1 do in these assays?
a7 integrin act: 4.3%

How did COC(=O)C1=C(c2ccc(OCc3ccccc3)c(F)c2)C[C@@H]2CC[C@H]1N2C do in these assays?
a7 integrin act: -27.6%

Results for Nc1cccc(SC2CC(=O)N(c3ccc(Cl)cc3C(=O)c3ccccc3)C2=O)c1 (configuration not stated) ?
a7 integrin act: -14.2%

How did Nc1cc(C(=O)Nc2ccccc2F)ccc1N1CC2CC(C1)c1cccc(=O)n1C2 (configuration not stated) do in these assays?
a7 integrin act: -23.4%

What do the screens show for `CC(C)c1ccc(C(c2c(O)c3ccccc3oc2=O)c2c(O)c3ccccc3oc2=O)cc1`?
a7 integrin act: -15.6%

How did C[C@H]1CN([C@@H](C)CO)C(=O)CCCn2nncc2CO[C@H]1CN(C)C(=O)Oc1ccc2ccccc2c1 do in these assays?
a7 integrin act: 1.7%

How did C[C@@H]1CN([C@H](C)CO)C(=O)c2c(c3ccccc3n2C)-c2ccccc2CO[C@H]1CN(C)Cc1ccc(-c2ccccc2)cc1 do in these assays?
a7 integrin act: -50.9%[inhibitor]

(continued)
What do the screens show for `C[C@]12CCC3C(CC[C@H]4C[C@@H](O)CC[C@]34C)C1C[C@@H](Br)[C@H]2O` (some centres not stated)?
TSHR antagonist: -14.1; A-T KAP1 phos: 17.1%

What do the screens show for `O=C(N[C@H]1CN2CCC1CC2)c1ccc(Cl)cc1`?
TSHR antagonist: -8.6; Mito fusion act: -5.2%; Menin MLL FP TR: -17.3%&2.6%

How did C/C=C(/C)C(=O)O[C@H]1C(C)=C2[C@H]([C@@H]1OC(=O)CCCCCCC)[C@@](C)(OC(C)=O)C[C@H](OC(=O)CCC)[C@@]1(O)[C@H]2OC(=O)[C@@]1(C)O do in these assays?
TSHR antagonist: -15.1; Mito fusion act: -19.5%; Menin MLL FP TR: 20.2%

What do the screens show for `CNCC(O)c1cc(F)c(OCc2ccccc2)c(OCc2ccccc2)c1F` (configuration not stated)?
ASM inhibitor: -10.0%; TCR act: 1.0%

How did CCNc1nc(NC(C)(C)C)nc(SC)n1 do in these assays?
ASM inhibitor: 1.0%; TSG101-PTAP inh: -2.4%; TCR act: -13.6%

How did CC[C@H]1CN2CCC1C[C@@H]2[C@H](O)c1ccnc2ccc(OC)cc12 (some centres not stated) do in these assays?
ASM inhibitor: -2.0%; TSG101-PTAP inh: 1.2%; TCR act: -13.8%

How did Nc1ncnc2c1ncn2[C@@H]1O[C@H](COP(=O)(O)CP(=O)(O)O)[C@@H](O)[C@H]1O do in these assays?
ASM inhibitor: inconclusive; TSG101-PTAP inh: -0.8%; TCR act: 2.0%

How did COc1cc2c(c(OC)c1OC)-c1ccc(C(=O)O)cc1[C@@H](NC(C)=O)CC2 do in these assays?
ASM inhibitor: 1.0%; TSG101-PTAP inh: -2.2%; TCR act: 2.0%

Results for COc1ccc2c(c1)[C@]13CCCCC1C(C2)N(C)CC3 (some centres not stated) ?
ASM inhibitor: 4.3%; TSG101-PTAP inh: -7.1%; TCR act: 4.6%

How did CCCCOC(=O)c1ccccc1N do in these assays?
ASM inhibitor: 40.9%; TSG101-PTAP inh: 0.7%; TCR act: 2.3%

How did CCOc1ccc(NC(=O)c2c(O)[nH]c(=O)[nH]c2=O)cc1 do in these assays?
ASM inhibitor: -3.0%; a7 integrin act: 6.4%; TCR act: -0.7%

Results for COC(=O)C1=C(c2cc3ccccc3o2)C[C@@H]2CC[C@H]1N2C(=O)NCc1ccccc1 ?
ASM inhibitor: -12.9%; a7 integrin act: 8.5%; TCR act: 2.5%

Filtered by structure, the compounds so far containing a furan ring, fused or not.
Results for CS(=O)(=O)c1ccc(C2=C(CNC(=O)c3cccnc3)[C@H]3CC[C@@H](C2)N3Cc2ccco2)cc1 ?
a7 integrin act: -13.5%

Results for COC(=O)C1=C(c2cc3ccccc3o2)C[C@@H]2CC[C@H]1N2C(=O)NCc1ccccc1 ?
ASM inhibitor: -12.9%; a7 integrin act: 8.5%; TCR act: 2.5%
